From PubChem
GPR35 antagonists: GPR35 antagonists blocking zaprinast-driven arrestin recruitment, primary screen, imaging, U2OS, beta-arrestin-GFP, zaprinast agonist (AID 2058); U2OS GPR35 beta-arrestin-GFP translocation imaging, zaprinast antagonism; higher % means a stronger effect; inhibition, % at 10 µM; hits with a dose series show IC50 in µM; 290,000 tested, 0.052% active;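 active = inhibition of at least 50% with at least 30 cells and total cytoplasm GFP at most 10,000,000; inconclusive = under 30 cells or total GFP of 10,000,000 plus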
Dengue-2 NS5 capping: flavivirus cap methylation enzyme inhibition – biochemical, confirmation dose response, primary screen (AID 588689); Dengue-2 NS5 methyltransferase capping enzyme assay, biochemical; higher % means a stronger effect; inhibition, % at 25 µM; hits with a dose series show IC50 in µM; 340,000 tested, 0.3% active; in the data active = a potency from the dose series; inconclusive = inhibition above about 29% without an active follow-up result
HIV fusion peptide: inhibitors of HIV fusion peptide binding, primary screen, biochemical, uHTS, fluorescence dequenching (AID 1986). cell-free peptide binding, fluorescence dequenching, 30 min; higher % means a stronger effect. inhibition, % at 20 µM; hits with a dose series show IC50 in µM. 290,000 tested, 0.3% active; in the data active = inhibition mostly above about 52%, no sharp cut-off; inactive = mostly below about 76%; also: some results filed as inactive read as strong as hits
NTR1 agonist: NTR1-driven beta-arrestin-GFP spot formation – imaging, U2OS cells, high content, primary screen (AID 493036); 330,000 tested, 0.17% active; agonist mode; activation, % at 20 µM;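 active = activation at or above 40% of the spot to cytoplasm intensity ratio, with at least 20 cells analyzed; inconclusive = wells under 20 cells, flagged as cytotoxic or low count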;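 also: 0% = DMSO without peptide and 100% = 100 nM NTR1 peptide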
Target sequence (P30989 whole entry, looked up): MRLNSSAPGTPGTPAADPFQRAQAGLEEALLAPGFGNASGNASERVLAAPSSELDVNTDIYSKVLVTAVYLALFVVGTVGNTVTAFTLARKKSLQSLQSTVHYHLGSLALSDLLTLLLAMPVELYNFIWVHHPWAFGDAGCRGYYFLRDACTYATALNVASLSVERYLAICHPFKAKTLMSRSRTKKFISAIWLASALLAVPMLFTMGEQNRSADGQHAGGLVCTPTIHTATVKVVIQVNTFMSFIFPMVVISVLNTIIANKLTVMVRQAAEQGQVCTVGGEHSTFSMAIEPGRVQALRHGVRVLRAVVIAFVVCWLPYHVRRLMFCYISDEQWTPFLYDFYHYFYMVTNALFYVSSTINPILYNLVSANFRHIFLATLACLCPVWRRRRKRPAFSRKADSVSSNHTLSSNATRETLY
GPR55 LPI antagonism: GPR55 antagonists blocking LPI-driven arrestin recruitment, primary screen, imaging, U2OS, beta-arrestin-GFP, LPI agonist (AID 2013). U2OS GPR55 beta-arrestin-GFP translocation imaging, LPI antagonism; higher % means a stronger effect. 290,000 tested, 0.13% active. inhibition, % at 10 µM, or IC50 in µM where a hit was titrated;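 active = spots per cell inhibited over 60%, with over 100 cells counted and total cytoplasm intensity under 500,000; inconclusive = wells with under 100 cells, flagged as likely toxic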;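 also: U2OS cells stably carrying GPR55 and arrestin-GFP stimulated by 5 µM LPI near EC80; imaged beta-arrestin-GFP aggregate spots per cell after agonist stimulation; plate controls were LPI-stimulated DMSO wells for no effect and DMSO wells without LPI for full effect; some results filed as inactive read as strong as hits; confirmed hits need IC50 under 10 µM and bright autofluorescent wells are also inconclusive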
GPR55 activation: GPR55 agonists via beta-arrestin recruitment, primary screen, imaging, U2OS cells, beta-arrestin-GFP redistribution (AID 1961) | U2OS GPR55 beta-arrestin-GFP redistribution imaging; higher % means a stronger effect | activation, % at 10 µM; hits with a dose series show EC50 in µM | 290,000 tested, 0.048% active;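 active = activation above 40% with more than 50 cells counted in the well; inconclusive = wells holding fewer than 50 cells, flagged as toxic or sparse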;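 also: U2OS osteosarcoma cells stably expressing GPR55 and beta-arrestin-GFP; plate controls were DMSO negative control for no effect and LPI positive control for full effect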
UTI89 phage lysis: protection from phage-mediated lysis, alamar blue read-out – E. coli UTI89, K1F phage, bacterial capsule biogenesis inhibitors (AID 488966). inhibition, % at 100 µM; hits with a dose series show IC50 in µM. E. coli UTI89 K1F phage lysis, alamar blue, 2 h; higher % means a stronger effect. 340,000 tested, 0.02% active;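 active = phage lysis inhibition, versus mean bacterial control, above a set limit; inconclusive = no clear call, values can overlap the other calls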;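 also: capsule biogenesis inhibitors block K1F phage lysis so surviving cells raise fluorescence; higher fluorescence means more inhibition of phage lysis; actives were called in the ten point dose series up to 300 µM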
AID2073: disruptors of CaV2.2 binding to Mint1 – biochemical, HTRF (AID 2073); HTRF protein-protein interaction, Mint1-CaV2.2; higher % means a stronger effect; 290,000 tested, 0.19% active; inhibition, % at 20 µM; hits with a dose series show IC50 in µM; in the data active = inhibition mostly above about 51%, no sharp cut-off; inconclusive = no clear call, values can overlap the other calls; inactive = mostly below about 53%; also: some results filed as inactive read as strong as hits
Siah-1 displacement: blockers of Siah-1 interaction with plectin peptide – biochemical, fluorescence polarization, rhodamine-plectin, uHTS, primary screen (AID 1817). Siah-1 / rhodamine-plectin peptide fluorescence polarization; higher % means a stronger effect. displacement, % at 20 µM, or IC50 in µM where a hit was titrated. 290,000 tested, 0.02% active;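 active = displacement of at least 50% at 20 µM, with a fluorescence ratio check between 0.3 and a set limit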;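 also: plate controls were Siah plus tracer with DMSO for no effect and tracer alone without Siah for full effect; strong numbers were not always called active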
NTR1 agonist cell count 20 µM: further read-out of NTR1 agonist, marked with its call; cell count; measured here: cell count, cytotoxicity flag
Dengue-2 NS5 capping pilot replicate: further read-out of Dengue-2 NS5 capping, marked with its call; inhibition, %; measured here: pilot screen replicate inhibition
* hit, by the source's call; [ ] = dose if it differs, or a comment. Rows are unselected. About 1.2% of those tested had a hit in this group.

Results for COc1ccc(S(=O)(=O)NCc2csc(C)n2)cc1OC ?
GPR35 antagonists: 6%; Dengue-2 NS5 capping: 0%; HIV fusion peptide: 0.7%; NTR1 agonist: 0.2; GPR55 LPI antagonism: 10%; GPR55 activation: -0.1%; UTI89 phage lysis: -1.3%[50 µM]; AID2073: 1%; Siah-1 displacement: -2%; NTR1 agonist cell count 20 µM: 42

How did Nc1nc(-c2ccc3c(c2)CCCC3)c(CC(=O)O)s1 do in these assays?
GPR35 antagonists: -8%; Dengue-2 NS5 capping: -10%; HIV fusion peptide: 2.5%; NTR1 agonist: -2.0; GPR55 LPI antagonism: -2%; GPR55 activation: 0.0%; UTI89 phage lysis: -2.2%[50 µM]; AID2073: inconclusive; Siah-1 displacement: -3%; NTR1 agonist cell count 20 µM: 99

Results for O=C(NCc1ccncc1)c1ccc(Cl)c(S(=O)(=O)N2CCCCC2)c1 ?
GPR35 antagonists: -3%; Dengue-2 NS5 capping: -5%; HIV fusion peptide: 1.7%; NTR1 agonist: 1.6; GPR55 LPI antagonism: -9%; GPR55 activation: -0.1%; UTI89 phage lysis: -1.2%; AID2073: -2%; Siah-1 displacement: 10%; NTR1 agonist cell count 20 µM: 54

What do the screens show for `CCN(CC)c1ccc(NC(=O)c2[nH]c(C)c(C(C)=O)c2C)c(C)c1`?
GPR35 antagonists: 26%; Dengue-2 NS5 capping: 6%; HIV fusion peptide: -2.6%; NTR1 agonist: -0.9; GPR55 LPI antagonism: 2%; GPR55 activation: -0.1%; UTI89 phage lysis: 1.7%; AID2073: -17%; Siah-1 displacement: -1%; NTR1 agonist cell count 20 µM: 47

What do the screens show for `CCOC(=O)C1=C(COC(=O)[C@@H]2CCCN2S(=O)(=O)c2ccc(C)cc2)NC(=O)NC1C` (some centres not stated)?
GPR35 antagonists: -10%; Dengue-2 NS5 capping: 1%; HIV fusion peptide: 0.7%; NTR1 agonist: 2.4; GPR55 LPI antagonism: 15%; GPR55 activation: -0.1%; UTI89 phage lysis: 0.0%; AID2073: 7%; Siah-1 displacement: 3%; NTR1 agonist cell count 20 µM: 53

How did CCOc1ccc(CCNc2nc3ccc(C)cc3n3cnnc23)cc1OCC do in these assays?
GPR35 antagonists: -3%; Dengue-2 NS5 capping: -3%; HIV fusion peptide: 0.6%; NTR1 agonist: 6.6; GPR55 LPI antagonism: 0%; GPR55 activation: 0.0%; UTI89 phage lysis: 0.1%; AID2073: -7%; Siah-1 displacement: 6%; NTR1 agonist cell count 20 µM: 38

How did N#Cc1cc(Oc2cccc3cccnc23)c(-n2nnc3ccccc32)cc1C#N do in these assays?
GPR35 antagonists: -8%; Dengue-2 NS5 capping: -19%; HIV fusion peptide: 2.0%; NTR1 agonist: 14; GPR55 LPI antagonism: 2%; GPR55 activation: 0.0%; UTI89 phage lysis: 8.1%; AID2073: 18%; Siah-1 displacement: 1%; NTR1 agonist cell count 20 µM: 85

Results for O=Cc1nc(-c2ccc(Cl)cc2)n2ccccc12 ?
GPR35 antagonists: 13%; Dengue-2 NS5 capping: -1%; HIV fusion peptide: -1.3%; NTR1 agonist: -0.3; GPR55 LPI antagonism: 10%; GPR55 activation: -0.3%; UTI89 phage lysis: -1.7%; AID2073: 4%; Siah-1 displacement: -2%; NTR1 agonist cell count 20 µM: 53

What do the screens show for `COc1cc2ccccc2cc1C(=O)Nc1cccnc1`?
GPR35 antagonists: -3%; Dengue-2 NS5 capping: -7%; HIV fusion peptide: -2.4%; NTR1 agonist: 1.3; GPR55 LPI antagonism: -14%; GPR55 activation: 0.2%; UTI89 phage lysis: 2.3%; AID2073: 10%; Siah-1 displacement: 0%; NTR1 agonist cell count 20 µM: 64

Results for Cc1ccc(C(=O)NCCOc2ccc(Cl)cc2)cc1 ?
GPR35 antagonists: 0%; Dengue-2 NS5 capping: -6%; HIV fusion peptide: -1.9%; NTR1 agonist: -1.7; GPR55 LPI antagonism: 3%; GPR55 activation: 0.0%; UTI89 phage lysis: 0.2%; AID2073: 7%; Siah-1 displacement: -2%; NTR1 agonist cell count 20 µM: 89

Results for COc1ccccc1NC(=O)c1ccccc1NS(=O)(=O)N1CCCC1 ?
GPR35 antagonists: -6%; Dengue-2 NS5 capping: -4%; HIV fusion peptide: 2.3%; NTR1 agonist: -0.5; GPR55 LPI antagonism: -14%; GPR55 activation: -0.1%; UTI89 phage lysis: 0.0%[50 µM]; AID2073: 2%; Siah-1 displacement: -2%; NTR1 agonist cell count 20 µM: 36

How did Cc1nc(-c2ccc(C(=O)NCCO)cc2)cs1 do in these assays?
GPR35 antagonists: 9%; Dengue-2 NS5 capping: -2%; HIV fusion peptide: -1.2%; NTR1 agonist: 0.1; GPR55 LPI antagonism: 16%; GPR55 activation: -0.3%; UTI89 phage lysis: 0.1%; AID2073: 7%; Siah-1 displacement: -8%; NTR1 agonist cell count 20 µM: 65

Results for CC(=O)Nc1ccc(/C=N/Nc2nc3ccccc3s2)cc1 ?
GPR35 antagonists: 10%; Dengue-2 NS5 capping: -5%; HIV fusion peptide: -1.3%; GPR55 LPI antagonism: 8%; GPR55 activation: 1.3%; UTI89 phage lysis: 0.1%; AID2073: -2%; Siah-1 displacement: 7%

How did Cc1cc(=S)[nH]c(=S)[nH]1 do in these assays?
GPR35 antagonists: -6%; Dengue-2 NS5 capping: -5%; HIV fusion peptide: -0.8%; NTR1 agonist: -0.1; GPR55 LPI antagonism: -1%; GPR55 activation: -0.1%; UTI89 phage lysis: 0.0%; AID2073: -30%; Siah-1 displacement: -4%; NTR1 agonist cell count 20 µM: 62

What do the screens show for `Cc1ccc(S(=O)(=O)N2CCCC2)cc1C(=O)N1CCC(C)CC1`?
GPR35 antagonists: -13%; Dengue-2 NS5 capping: 2%; HIV fusion peptide: 0.1%; NTR1 agonist: 0.2; GPR55 LPI antagonism: 3%; GPR55 activation: 0.0%; UTI89 phage lysis: -0.2%[50 µM]; AID2073: 0%; Siah-1 displacement: 0%; NTR1 agonist cell count 20 µM: 43

What do the screens show for `O=C(Cn1ccc([N+](=O)[O-])n1)NCc1cccnc1`?
GPR35 antagonists: -1%; Dengue-2 NS5 capping: -13%; HIV fusion peptide: -1.4%; NTR1 agonist: 1.5; GPR55 LPI antagonism: -1%; GPR55 activation: -0.3%; UTI89 phage lysis: 0.2%; AID2073: -6%; Siah-1 displacement: -8%; NTR1 agonist cell count 20 µM: 44

How did S=C(NCCCc1ccccc1)Nc1ccc(Cl)cc1 do in these assays?
GPR35 antagonists: -13%; Dengue-2 NS5 capping: -9%; HIV fusion peptide: -2.4%; NTR1 agonist: 5.1; GPR55 LPI antagonism: 4%; GPR55 activation: 0.5%; UTI89 phage lysis: inactive; AID2073: -12%; Siah-1 displacement: 8%; NTR1 agonist cell count 20 µM: 54

Results for Cc1ccc(/C=N/N2CCN(c3ccncc3S(=O)(=O)N3CCCCC3)CC2)cc1 ?
GPR35 antagonists: 11%; Dengue-2 NS5 capping: -9%; HIV fusion peptide: 1.6%; NTR1 agonist: 1.4; GPR55 LPI antagonism: 4%; GPR55 activation: 0.3%; UTI89 phage lysis: 0.3%; AID2073: 13%; Siah-1 displacement: 5%; NTR1 agonist cell count 20 µM: 43

How did N#CCNC1CC(=O)N(c2ccccc2)C1=O (configuration not stated) do in these assays?
GPR35 antagonists: -10%; Dengue-2 NS5 capping: -1%; HIV fusion peptide: -0.6%; NTR1 agonist: -0.3; GPR55 LPI antagonism: 1%; GPR55 activation: -0.2%; UTI89 phage lysis: 0.2%; AID2073: 10%; Siah-1 displacement: 11%; NTR1 agonist cell count 20 µM: 70; Dengue-2 NS5 capping pilot replicate: 1.2

What do the screens show for `O=C1C2C3C=CC(CC3)C2C(=O)N1c1ccc(F)cc1` (configuration not stated)?
GPR35 antagonists: -12%; HIV fusion peptide: -0.9%; NTR1 agonist: -0.7; GPR55 LPI antagonism: -1%; GPR55 activation: -0.3%; UTI89 phage lysis: 0.5%; AID2073: 15%; Siah-1 displacement: -4%; NTR1 agonist cell count 20 µM: 54

What do the screens show for `CC1(C)CC(=O)C=C(Nc2ccccc2O)C1`?
GPR35 antagonists: 5%; Dengue-2 NS5 capping: 2%; HIV fusion peptide: -1.8%; NTR1 agonist: 0.3; GPR55 LPI antagonism: -4%; GPR55 activation: 0.0%; UTI89 phage lysis: 1.8%; AID2073: -6%; Siah-1 displacement: -3%; NTR1 agonist cell count 20 µM: 46

How did Cn1c(-c2ccc(F)cc2)cnc1NCc1cccc(F)c1 do in these assays?
GPR35 antagonists: 10%; Dengue-2 NS5 capping: -3%; HIV fusion peptide: -1.9%; NTR1 agonist: -3.2; GPR55 LPI antagonism: -14%; GPR55 activation: -0.1%; UTI89 phage lysis: 2.8%; AID2073: 6%; Siah-1 displacement: 3%; NTR1 agonist cell count 20 µM: 85

Results for O=c1cc(Cn2nnc(-c3ccc(Cl)cc3)n2)nc2sccn12 ?
GPR35 antagonists: 2%; Dengue-2 NS5 capping: 1%; HIV fusion peptide: 3.2%; NTR1 agonist: 2.0; GPR55 LPI antagonism: -10%; GPR55 activation: -0.2%; UTI89 phage lysis: 0.4%; AID2073: 3%; Siah-1 displacement: 0%; NTR1 agonist cell count 20 µM: 80

How did COc1ccc2[nH]c(=O)c(CN(CCO)C(=O)NCc3ccccc3)cc2c1 do in these assays?
GPR35 antagonists: -8%; Dengue-2 NS5 capping: -1%; HIV fusion peptide: 0.2%; NTR1 agonist: -0.1; GPR55 LPI antagonism: 10%; GPR55 activation: -0.2%; UTI89 phage lysis: 1.3%; AID2073: 1%; Siah-1 displacement: 4%; NTR1 agonist cell count 20 µM: 52

What do the screens show for `COc1ccc(CNC(=O)c2cccc(NC3=NC4CS(=O)(=O)CC4S3)c2)cc1` (configuration not stated)?
GPR35 antagonists: 0%; Dengue-2 NS5 capping: -7%; HIV fusion peptide: 1.1%; NTR1 agonist: -1.9; GPR55 LPI antagonism: 4%; GPR55 activation: 0.4%; UTI89 phage lysis: -1.9%; AID2073: -1%; Siah-1 displacement: 3%; NTR1 agonist cell count 20 µM: 54

Results for CCN(CC)CCNC(=O)C(=O)NCC1OCCN1S(=O)(=O)c1ccc2c(c1)OCCO2 (configuration not stated) ?
GPR35 antagonists: 2%; Dengue-2 NS5 capping: -5%; HIV fusion peptide: 1.3%; NTR1 agonist: -0.3; GPR55 LPI antagonism: 6%; GPR55 activation: 0.0%; UTI89 phage lysis: 0.0%; AID2073: 14%; Siah-1 displacement: -1%; NTR1 agonist cell count 20 µM: 89
